IL2 activator: activators of IL-2 | AID 652025 | IL-2 activation reporter assay, cell-based qHTS; stimulated with anti-CD3/CD4/CD28 beads; in transgenic mouse T cells | activation, % (series mostly up to about 46 µM) | 360,000 tested, 0.065% active; in the data active = activation above about 50%; inconclusive = mostly about 30% to 49%; note: 0% is about no effect
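EGFP and DsRed fluorescence is measured by plate cytometry in unstimulated transgenic mouse T cells exposed to compound for 60 minutes, then stimulated 18 hours at 37 degrees C with anti-CD3/anti-CD4 beads plus anti-CD28.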
PTHR1 agonist: PTHR1 (human) receptor agonism; HEK293 GP2 PTHR1 cells, GloSensor cAMP luminescence, 1 h; Potency, µM (series often up to 115 µM), for inactives: at the highest dose activation, usual class: activators; 410,000 tested, 0.075% active; AID 743266; note: potency is the fitted concentration of half-maximal effect; nearly all actives have a fitted effect of over 55% in size; some results filed as inactive show a strong effect at the top dose; inactives centre near -15; many of its hits are not listed in these tables
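HEK-293-derived GP2 cells expressing PTHR1 and a GloSensor cAMP reporter, 3,000/well, plated overnight, given luciferin plus IBMX (each 0.5 mM as added) for 1 h at 37 °C, then compound for 1 h at 37 °C. Luminescence was read after 15 min at room temperature.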
HEK293 tox: cytotoxicity in counter-screen for GLP-1R inverse agonists. HEK293 cAMP-luciferase reporter cells, luminescence, 24 h. Potency, µM (series often up to 38.3 µM), for inactives: at the highest dose activity change, negative = inhibition, most hits filed as inhibitors. 410,000 tested, 0.13% active;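 note: loss of luciferase light is scored as toxicity; potency is the fitted concentration of half-maximal effect; % is set by controls: 0 for no effect and ±100 for the full control effect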
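A 23 nL compound transfer followed 12 hours of cell culture at 37 deg C; exposure then lasted 24 hr. Luciferase assay detection reagent was dispensed and plates read for luminescence after a 12 min room-temperature wait.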
GLP-1R agonist: GLP-1 receptor (human) agonism | P43220 | HEK293 GLP-1R CRE-luciferase, luminescence, 4-6 h; cells express a hypersensitive GLP-1R form | Potency, µM (doses to about 45.6 µM), for inactives: top-dose activation, hits mostly activators | 380,000 tested, 0.007% active | AID 624172; note: potency is the fitted concentration of half-maximal effect; % of control where 0% means no effect
PLK1 PBD inh: inhibitors of human PLK1 polo-box domain binding. P53350. Plk1 PBD binding of FITC phosphopeptide, fluorescence polarization. Potency, µM, for inactives: max response, negative = inhibition, actives largely listed as inhibitors. 360,000 tested, 2.8% active. AID 720504; note: potency is the fitted concentration of half-maximal effect; series mostly up to about 57 µM; % is set by controls: 0 for no effect and ±100 for the full control effect; nearly all actives have a fitted effect of over 65% in size
EPAC1 antagonist: blocks human EPAC1 exchange factor | O95398 | EPAC1 GEF assay, Rap1b-BODIPY-GDP exchange fluorescence | Potency, µM (highest dose often 115 µM), inactives show at the top dose activity change, negative = inhibition, actives largely listed as inhibitors | 360,000 tested, 0.14% active | AID 720709;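 note: potency is the fitted concentration of half-maximal effect; plate controls were vehicle for no effect and positive control for full effect; nearly all actives have a fitted effect of over 50% in size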
Target sequence (O95398 whole entry, looked up): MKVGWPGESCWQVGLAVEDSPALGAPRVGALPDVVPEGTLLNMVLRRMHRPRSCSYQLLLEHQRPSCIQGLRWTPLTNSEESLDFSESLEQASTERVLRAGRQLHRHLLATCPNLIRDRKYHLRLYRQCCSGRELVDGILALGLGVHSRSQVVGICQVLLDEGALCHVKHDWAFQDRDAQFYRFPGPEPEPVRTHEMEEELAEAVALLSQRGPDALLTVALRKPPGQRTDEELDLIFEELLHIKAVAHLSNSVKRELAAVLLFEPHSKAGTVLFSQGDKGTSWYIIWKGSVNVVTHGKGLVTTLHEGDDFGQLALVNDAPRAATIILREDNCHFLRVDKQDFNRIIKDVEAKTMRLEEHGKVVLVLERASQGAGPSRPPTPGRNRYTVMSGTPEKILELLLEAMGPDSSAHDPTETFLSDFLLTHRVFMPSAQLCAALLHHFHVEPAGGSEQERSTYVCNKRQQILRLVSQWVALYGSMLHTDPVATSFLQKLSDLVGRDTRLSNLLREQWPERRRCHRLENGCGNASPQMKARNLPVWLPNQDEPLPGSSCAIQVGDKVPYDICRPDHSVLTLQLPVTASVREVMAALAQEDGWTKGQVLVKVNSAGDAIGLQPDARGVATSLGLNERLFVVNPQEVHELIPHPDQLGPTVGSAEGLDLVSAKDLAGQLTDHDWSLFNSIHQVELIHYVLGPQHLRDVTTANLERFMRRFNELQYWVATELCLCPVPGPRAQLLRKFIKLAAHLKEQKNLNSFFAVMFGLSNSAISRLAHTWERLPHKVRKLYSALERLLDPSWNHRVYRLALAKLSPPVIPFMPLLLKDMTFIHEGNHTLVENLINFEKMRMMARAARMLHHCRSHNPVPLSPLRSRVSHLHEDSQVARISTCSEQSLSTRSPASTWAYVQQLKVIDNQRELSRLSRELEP
GLP-1R inv ag: inverse agonists of human GLP-1 receptor; P43220; HEK293 GLP-1R CRE-luciferase, luminescence, 24 h; GLP-1R form is constitutively active; Potency, µM (doses to about 38.3 µM), without a hit: at the top dose activity change, negative = inhibition, hits mostly inhibitors; 410,000 tested, 1.6% active; note: potency is the fitted concentration of half-maximal effect; % is set by controls: 0 for no effect and ±100 for the full control effect; nearly all actives have a fitted effect of over 55% in size
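Seeding at 200 cells/uL, 12 h culture, 24 hr compound treatment, then luciferase reagent and a luminescence read; cells are HEK293 stably expressing a constitutively active GLP-1R plus cAMP-responsive luciferase.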
PI5P4Ka inh: blocks human PI5P4K alpha kinase activity; P48426; PI5P4Kalpha enzyme, ADP-Glo luminescence, 60 min; active compounds read low; max response, %; 330,000 tested, 1.2% active; AID 652105; active = max response of -50% or lower; inconclusive = between -30% and -50%; inactive = -30% or higher; note: value at the top dose of about 77 µM; % is set by controls: 0 for no effect and ±100 for the full control effect
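Enzyme plus substrate dispensed, test compounds pinned in, then ATP (5 microM final) added. After 60 min at RT, ADP-Glo reagent 1 for 45 min and reagent 2 for 30 min preceded luminescence imaging.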
EPAC1 ag: activates human EPAC1 exchange factor | O95398 | EPAC1 agonist qHTS, biochemical assay; response scale: 100% = response to 6.5 mM cAMP | Potency, µM (highest dose often 154 µM), for the others: at the highest dose activation, actives largely listed as activators | 360,000 tested, 0.073% active | AID 720707; note: potency is the fitted concentration of half-maximal effect; nearly all actives have a fitted effect of over 60% in size
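Multi-concentration qHTS readout: loss of Rap1B-bound BODIPY-GDP fluorescence driven by 100 nM EPAC1 with excess GDP (50 uM), monitored kinetically at room temperature; agonist response expressed relative to 6.5 mM cAMP.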
The depositor's hits bear a star; i = inactive; ? = inconclusive; . = no result given; & = joins results of further samples; [ ] = remark or other dose. Unless noted, calls come from the whole dose curve; as a rule, active = well fitted curve in the direction sought with a large enough effect; inconclusive = small, poorly fitted or top-dose-only effect, or another doubt; inactive = no such curve, though single readings can be large; an effect the other way counts as inactive or inconclusive. An excerpt; count on the stated rates, not on these rows.

SMILES | IL2 activator | PTHR1 agonist | HEK293 tox | GLP-1R agonist | PLK1 PBD inh | EPAC1 antagonist | GLP-1R inv ag | PI5P4Ka inh | EPAC1 ag
O=C(N[C@@H]1C/C=C\C[C@@H](CC(=O)N(CCO)Cc2ccccc2)C(=O)N[C@H](Cc2ccccc2)COC1=O)OCC1c2ccccc2-c2ccccc21 | -0.6 | 5.6% | -10.3% | 7.2% | -15.7% | -10.9% | -12.2% | -1.8 | 6.8%
COc1ccc(-c2nnc(OCc3ccccc3)c3ccccc23)cc1 | -0.8 | -28.7% | -0.6% | 9.9% | -7.7% | 1.6% | ? | 1.2 | 0.6%
CCCN(C(=O)COc1ccc(C(C)=O)cc1OC)C1CCS(=O)(=O)C1 (stereo not drawn) | 5.6 | -17.2% | -3.5% | 0.6% | -1.4% | 18.8% | 14.4% | 1.6 | -4.7%
Cc1cc(NC(=O)C(Cl)Cl)cc2c1OCO2 | 1.1 | i | -0.3% | 1.5% | -9.0% | -3.6% | 6.1% | -2.9 | 2.7%
Cc1cccc(C(=O)Nc2nnc(S(=O)(=O)N3CCOCC3)s2)c1 | -0.6 | -54.6%&-5.8%[inhibitor] | -5.2%&-11.6% | -0.6% | ? | 3.9% | 1.2%&6.2% | -7.9 | -4.1%
N#Cc1nc(-c2ccc(OCc3ccccc3)cc2)oc1NCCCN1CCOCC1 | -1.1 | -8.3%[57.5 µM] | ? | -9.5% | -1.0% | -11.2% | ? | 4.1 | -1.1%
COc1ccccc1OCC(=O)Nc1c2c(nn1-c1ccc(F)cc1)CS(=O)(=O)C2 | -2.3 | -21.1% | 5.4% | -9.4% | 1.0% | 8.7% | 8.6% | -4.0 | -5.5%
O=CN(c1ccccc1)c1ccc2ccccc2c1 | 0.5 | -12.0% | 25.6% | 7.4% | 1.0% | -14.3% | ? | -19.6 | -0.5%
CCOC(=O)COc1ccc(S(=O)(=O)N2CCc3ccccc3C2)cc1 | 0.4 | ? | 52.9% | 4.7% | -6.3% | -7.8% | 7.1% | . | 19.8%
COc1ccccc1CN1CC(C(=O)NCCC2=CCCCC2)CCC1=O (stereo not drawn) | -1.6 | i | -15.7% | 8.0% | -11.2% | 3.7% | ? | 12.4 | 0.3%
COc1cccc(CN2CC(C(=O)NCCCn3cccn3)CCC2=O)c1 (stereo not drawn) | 1.2 | i | -21.9% | 0.5% | -26.0% | -14.4% | 0.0% | -1.4 | 6.1%
COc1ccc(OC)c(Nc2nc(N)c([N+](=O)[O-])c(NC3CCCCC3)n2)c1 | 0.0 | -23.1% | 10.1% | 1.2% | -3.2% | 5.8% | 45.0%[activator] | 12.6 | 2.1%
Cc1sc2ncnc(Sc3ccccc3C(=O)Nc3ccc(Br)cc3)c2c1C | -0.4 | i | 4.1% | 2.0% | -18.5% | -3.0% | ? | -0.4 | 11.7%
O=C(NC(=S)N1CCN(C2CCCCC2)CC1)c1ccccc1 | -0.4 | i | ? | 3.8% | -10.9% | 4.2% | -5.3% | -0.9 | 2.8%
CC(C)CNc1nc(Oc2ccc(=O)n(C)n2)nc(N2CCOCC2)n1 | -3.2 | i | 7.2% | -4.2% | -7.1% | -11.2% | -8.4% | 2.1 | -4.3%
c1ccc(-c2nc3c4ccccc4ccn3c2CN2CCOCC2)cc1 | 0.7 | -23.3% | -10.0% | 23.8% | 2.5% | -16.4% | ? | 5.1 | -4.2%
COc1ccc(OC)c(-n2c(SCC(=O)NCC3CCCO3)nc3ccccc3c2=O)c1 (stereo not drawn) | 0.9 | i | -7.5% | 1.6% | -5.8% | -1.2% | 9.1% | 0.0 | 6.4%
CCOc1cc(N2CCOCC2)c(OCC)cc1NC(=O)c1cc(-c2ccco2)nc2ccccc12 | 1.1 | -13.8%[57.5 µM] | ? | -2.9% | 0.0% | -1.5% | ? | . | -4.2%
Cc1cc(C(=O)Oc2cccnc2)ccc1[N+](=O)[O-] | -1.1 | -9.8% | -7.8% | 0.3% | ? | 3.0% | 14.4% | -0.4 | 1.7%
O=C(Nc1ccccc1N1CCCCC1)C1CCN(C(=O)c2ccc(Cl)cc2)CC1 | 0.3 | -22.6% | -7.1% | -2.3% | -7.7% | -20.1% | ? | 2.0 | -0.3%
C=CCn1c(C)cc(C(=O)Cn2nc(C(=O)O)c3ccccc3c2=O)c1C | 0.9 | -37.6%[inhibitor] | -8.2% | 9.1% | -4.0% | 18.2% | 14.6% | -2.1 | -0.1%
CC(NC(=O)c1ccncc1)c1ccccc1 (stereo not drawn) | 0.8 | -17.0% | 6.8% | -6.8% | -5.2% | -4.6% | 12.7% | 1.3 | 6.0%
O=C(CCc1nnc2ccc(NCc3ccccc3Cl)nn12)NC1CCCC1 | 0.7 | i | -5.2% | -0.5% | -2.4% | 18.2% | 9.7% | -5.9 | -1.6%
CCCNC(=O)NC(=O)CSc1nnc(-c2c[nH]c3ccccc23)o1 | -0.9 | -10.8% | -11.1% | 0.4% | -0.9% | 4.3% | -7.1% | 3.2 | 1.2%
O=C(CSc1nc2ccccc2c(=O)n1-c1ccc(F)cc1F)Nc1ccc(N2CCOCC2)cc1 | 0.2 | i | 11.1% | 4.6% | -10.5% | -16.7% | 97.1%[activator] | 0.7 | 7.3%
Cc1cc(F)ccc1S(=O)(=O)N1CCCCC1CCNC(=O)C(=O)NCc1ccccn1 (stereo not drawn) | 0.4 | -13.8% | -5.0% | 1.5% | -2.0% | -6.5% | 1.2% | -5.1 | -0.2%
O=c1[nH]c(=O)n(Cc2ccccc2)c2c1CCC2 | -1.7 | -28.7% | -15.8% | -3.7% | -12.1% | 9.1% | 0.0% | . | 0.4%
CCCCC(c1nnnn1C1CCCC1)N1CCN(C(=O)c2ccco2)CC1 (stereo not drawn) | 0.0 | -5.6% | -10.7% | -8.1% | 3.6% | -3.3% | -2.6% | -2.6 | 11.8%
CN(C)CCCNC(=O)c1cccc(-c2cnc3cccnn23)c1 | 0.0 | -23.5% | 4.7% | 2.0% | 1.8% | 1.9% | 22.2% | 2.5 | -12.7%
COc1ccc(C(=O)c2cc3c(cc2[N+](=O)[O-])OCCO3)cc1 | -1.7 | -24.2% | 5.0% | 9.8% | -23.4% | ? | 7.0% | -21.4 | 7.8%
O=C(NCc1ccc(Cl)cc1)NCC(F)(F)F | 0.1 | i | -7.4% | -1.9% | 29.9µM* | 4.0% | 6.2% | -7.3 | -5.9%
O=C(NS(=O)(=O)c1ccc(Cl)cc1)c1ccccc1 | 1.3 | i | 5.9% | 0.1% | 5.2% | -3.4% | -2.8% | -6.6 | -4.2%
Cc1cccc(NS(=O)(=O)c2ccc(C(=O)N3CCN(c4ccccc4O)CC3)cc2)c1C | -3.4 | -29.7% | ? | -21.8% | -11.7% | -26.7% | ? | -18.3 | 3.0%
Cc1cc(C)nc(NC(=O)CSc2nc3ccccc3o2)n1 | -3.4 | -12.5% | -10.7% | 0.0% | -10.9% | 7.1% | 9.6% | . | 2.5%
CC1CCCC(C)N1C(=O)COC(=O)c1ccc(Br)o1 (stereo not drawn) | 0.3 | i | 5.4% | -1.3% | -6.2% | -11.3% | -16.4% | -5.3 | 3.6%
O=C(COc1ccc(S(=O)(=O)NC2CCCCC2)cc1)NC1CCCC1 | 0.2 | -9.8% | -3.9% | -0.2% | -8.6% | 2.5% | -19.1% | 0.6 | -2.3%
Nc1nc2ncc(CNc3ccc(C(=O)N[C@@H](CCC(=O)O)C(=O)O)cc3)nc2c(=O)[nH]1 | -0.2 | -12.4% | 22.6% | 4.7% | -2.1% | 5.9% | 44.3%[activator] | 0.5 | -0.3%
CN(Cc1ccc(Cl)cc1)C(=O)CCl | -0.6 | -60.4%[inhibitor] | -25.7% | -1.2% | -2.7% | -17.9% | ? | 2.7 | 5.3%
CCCNC(=O)COCc1cc(-c2ccc3c(c2)OCO3)on1 | -0.4 | 8.1% | 0.7% | 9.2% | -10.0% | -11.4% | 22.2% | -11.1 | 1.8%
CC1(c2nnc(-c3ccncc3)o2)CC(c2ccccc2)=NO1 (stereo not drawn) | -0.1 | 3.3% | 2.6% | -1.4% | -6.3% | 18.4% | 7.0% | 0.5 | -20.9%
O=S1(=O)CC(N2CCCC2)CN1Cc1cn(Cc2cccc(Cl)c2)nn1 (stereo not drawn) | 0.1 | -17.3% | -10.4% | -0.3% | -3.0% | 16.7% | -16.5% | -3.6 | 2.4%
CCCS(=O)(=O)c1nc(S(=O)(=O)c2ccc(C)cc2)c(N2CCN(CC)CC2)s1 | -1.1 | -15.7% | -1.8% | 3.5% | -0.1% | 9.0% | -21.2% | 12.1 | 0.4%
Cc1c(C(=O)Nc2ccccn2)sc2nc3n(c(=O)c12)CCC3 | -2.9 | -1.1% | -25.7% | -2.5% | -16.2% | -9.7% | ? | 0.3 | 11.9%
Cn1c2ccccc2c2cnn(CC(=O)O)c(=O)c21 | -0.7 | i | 10.7% | -13.6% | -3.9% | -12.2% | 8.1% | -6.0 | 2.4%
COC(=O)c1ccc(C(=O)OC)c(NC(=S)N2CCN(c3cc(Cl)ccc3C)CC2)c1 | -2.5 | i | 35.1%[activator] | 2.7% | -8.2% | 11.2% | 6.8% | -1.5 | 2.6%
O=C(NCC(=O)N1CCN(C(=O)c2ccco2)CC1)c1ccc(Br)cc1 | 1.2 | i | -2.5% | 4.2% | 21.2µM* | -13.1% | -18.2% | 3.7 | -10.4%
COc1ccc(/C=C/C(=O)Nc2nonc2NC(C)=O)cc1 | -0.6 | -23.7% | -3.4% | 1.0% | -5.6% | -14.2% | 32.2% | -6.7 | 4.4%

Structural class, those above with a thiophene ring, fused or not.
SMILES | IL2 activator | PTHR1 agonist | HEK293 tox | GLP-1R agonist | PLK1 PBD inh | EPAC1 antagonist | GLP-1R inv ag | PI5P4Ka inh | EPAC1 ag
Cc1sc2ncnc(Sc3ccccc3C(=O)Nc3ccc(Br)cc3)c2c1C | -0.4 | i | 4.1% | 2.0% | -18.5% | -3.0% | ? | -0.4 | 11.7%
Cc1c(C(=O)Nc2ccccn2)sc2nc3n(c(=O)c12)CCC3 | -2.9 | -1.1% | -25.7% | -2.5% | -16.2% | -9.7% | ? | 0.3 | 11.9%
